Bioassay records from PubChem BioAssay.
DAGLB inh = diacylglycerol lipase beta (human) inhibition; 0.059% of 340,000 active; HEK293T DAGLB membrane lysate, EnzChek fluorogenic substrate; inhibition, % at 5.17 µM; Q8NCG7; in the data active = inhibition above about 34%;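 note: 0% = enzyme with vehicle and 100% = wells lacking enzyme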
Target sequence (Q8NCG7 whole entry, looked up): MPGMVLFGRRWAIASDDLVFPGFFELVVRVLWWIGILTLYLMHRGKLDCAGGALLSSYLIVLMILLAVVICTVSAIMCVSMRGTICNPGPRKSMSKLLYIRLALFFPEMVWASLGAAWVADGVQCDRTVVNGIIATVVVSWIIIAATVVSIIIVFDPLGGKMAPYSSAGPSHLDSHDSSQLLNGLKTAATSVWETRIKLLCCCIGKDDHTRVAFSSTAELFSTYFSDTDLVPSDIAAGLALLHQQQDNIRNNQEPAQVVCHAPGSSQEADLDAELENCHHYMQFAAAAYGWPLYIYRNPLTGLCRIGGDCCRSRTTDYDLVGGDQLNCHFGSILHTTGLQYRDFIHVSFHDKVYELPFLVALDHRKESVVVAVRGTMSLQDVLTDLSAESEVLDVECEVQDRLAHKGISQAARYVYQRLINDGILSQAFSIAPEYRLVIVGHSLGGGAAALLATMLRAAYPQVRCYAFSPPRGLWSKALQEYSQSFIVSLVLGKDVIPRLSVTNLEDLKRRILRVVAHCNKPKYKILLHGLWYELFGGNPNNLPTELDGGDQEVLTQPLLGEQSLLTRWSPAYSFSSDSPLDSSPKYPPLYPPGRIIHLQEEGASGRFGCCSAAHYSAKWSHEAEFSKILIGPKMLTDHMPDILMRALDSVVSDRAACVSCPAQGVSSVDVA
Mot1-301 SUMO = blocks SUMOylation pathway, rescuing yeast Mot1-301 growth. S. cerevisiae Mot1-301 growth rescue, ATP luminescence, 38.5C; percent above DMSO median, 100 means doubled. growth rescue, % at 18.8 µM. 1% of 320,000 active. AID 2716;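 active = every valid replicate shows activation above 250% relative to neutral control wells; inactive = the rest, any valid replicate at or below 250%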;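 note: OY570 slx delta 5 strain wells were the positive control but not used for scaling; some compounds called inactive have numbers as strong as hits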
PKA-R1A activ = activates the PKA-R1A holoenzyme complex | P00514+P68181 | PKA-R1A dissociation, Cy5-IP20 fluorescence polarization; scaled: DMSO 0%, 113 µM cGMP 100% | activation, % at 11.4 µM | 0.083% of 340,000 active | AID 504707;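 active = percent activation above the mean of all tested compounds plus 3 SD, cut at about 19% in these data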;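 note: higher means more PKAc released from R1A so a rise in polarization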
HTR5A inv ctr = inverse agonist of human HTR5A in OPRM1-OPRD1 counter-screen; P47898; HTR5A cell line, luminescence, inverse agonism; inhibition, % at 9.3 µM; 0.083% of 340,000 active; AID 504634; in the data active = inhibition mostly above about 23%, no sharp cut-off; inactive = mostly below about 18%;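 note: 0% = cells with DMSO and 100% = no-cell wells with DMSO; some compounds called inactive have numbers as strong as hits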
Target sequence (P47898 whole entry, looked up): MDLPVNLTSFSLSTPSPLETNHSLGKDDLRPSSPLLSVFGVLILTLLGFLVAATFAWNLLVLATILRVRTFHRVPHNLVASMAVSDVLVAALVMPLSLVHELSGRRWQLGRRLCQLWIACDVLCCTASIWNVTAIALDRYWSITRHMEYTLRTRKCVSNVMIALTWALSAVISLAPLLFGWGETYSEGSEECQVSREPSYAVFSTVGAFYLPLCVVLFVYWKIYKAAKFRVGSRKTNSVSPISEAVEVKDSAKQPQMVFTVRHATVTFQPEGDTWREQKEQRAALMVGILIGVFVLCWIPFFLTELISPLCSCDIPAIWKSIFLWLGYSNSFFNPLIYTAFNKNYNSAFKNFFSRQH
Tat export inh = inhibitors of E. coli Tat protein transport; E. coli MC4100 TorA-mCherry Tat export, fluorescence; inhibition, % at 10 µM; 0.036% of 340,000 active;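 active = mean replicate inhibition at least 50% and at least half of replicates individually reaching 50%; inconclusive = only one of the two criteria met; inactive = neither criterion met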;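 note: exported cargo escapes ClpAP degradation while cytoplasmic cargo is degraded and loses fluorescence; 0% = median of neutral control wells and 100% = median of NaSCN control wells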
PKA-R2B activ = activates the human PKA-R2B holoenzyme complex. P22694+P31323. PKA-R2B holoenzyme dissociation, Cy5-IP20 fluorescence polarization; R2B truncated from residue 108, S112A mutant; 0% DMSO only, 100% 113 µM cGMP. activation, % at 11.4 µM. 0.079% of 340,000 active. AID 504700;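 active = activation above a cutoff set at the mean over all compounds plus 3 SD, cut at about 18% in these data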;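 note: higher means more holoenzyme dissociation and a rise in polarization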
Ecoli viability = reduces bacterial viability in AddAB counter-screen; E. coli V3065 growth, OD600 absorbance, 18 h; inhibition, % at 11.9 µM; 0.27% of 330,000 active; AID 449728;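 active = inhibition above the campaign's mean inhibition across all tested compounds plus 3 SD, cut at about 9.9% in these data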;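 note: uninfected addAB+ strain grown without phage in ampicillin broth; 0% = DMSO wells and 100% = ciprofloxacin 0.95 µg/ml wells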
AddAB inh = less growth of phage-infected E. coli with AddAB. 0.29% of 330,000 active. AID 435030. E. coli expressing H. pylori AddAB, absorbance growth. inhibition, % at 11.9 µM; in the data active = inhibition above about 12%;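 note: 0% = vehicle wells of infected cells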
phage Ecoli inh = E. coli growth loss with phage present. growth absorbance. inhibition, % at 11.9 µM. 0.26% of 360,000 active; in the data active = inhibition above about 11%
HTR5A ag = activates human HTR5A in OPRM1-OPRD1 agonist counter-screen; 0.61% of 340,000 active; HTR5A agonist assay, luminescence, cell-based; AID 504692; activation, % at 9.3 µM; in the data active = activation mostly above about 9.5%, no sharp cut-off; inactive = mostly below about 7.6%;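 note: 0% = cells with vehicle only and 100% = reference agonist; strong numbers were not always called active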
CDK5 inh = CDK5/p35 (human) kinase inhibition; Q00535+Q15078; Recombinant CDK5/p35, ADP-Glo luminescence, 60 min; inhibition, % at 10 µM; 0.01% of 330,000 active; AID 488839;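 active = highest replicate inhibition of at least 50% and at least 75% of replicates reaching 50%; inconclusive = only one of the two criteria met; inactive = both criteria failed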;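 note: plate controls were DMSO neutral control for no effect and GW8510 at 10 µM for full effect; many of its hits are not listed in these tables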
An asterisk follows results filed as active; ? = inconclusive; . = no result given. No enrichment for hits, and some 2.3% of all compounds hit somewhere here.

SMILES | DAGLB inh | Mot1-301 SUMO | PKA-R1A activ | HTR5A inv ctr | Tat export inh | PKA-R2B activ | Ecoli viability | AddAB inh | phage Ecoli inh | HTR5A ag | CDK5 inh
O=C(NC1CCN(Cc2ccc(Cl)cc2)CC1)c1cn(-c2ccccc2)nc1-c1cccnc1 | -4 | -8 | -20 | 3 | 0 | -5 | -1.1 | -1.1 | 1.0 | -1 | 0.2
Cc1cccc(C(=O)NNC(=O)c2ccc(S(=O)(=O)N3CCOCC3)cc2)c1 | 0 | 159 | -2 | -17 | -10 | 5 | 1.6 | 3.5 | 1.5 | 6 | -3.2
O=C(CNC(=O)C(c1ccccc1)c1ccccc1)N/N=C/c1cccnc1 | . | 21 | . | . | -5 | . | -2.8 | 0.3 | 2.1 | . | -0.2
Cc1c(C)c2ccc(OCC(=O)NC3CCN(Cc4ccccc4)CC3)cc2oc1=O | -2 | -7 | -1 | -9 | -10 | -20 | 0.4 | 3.1 | 0.0 | -1 | -0.6
CC1CN(c2ccc(S(=O)(=O)N3CCCC3)cn2)CC(C)O1 (stereo not drawn) | 4 | . | -8 | -6 | 8 | -8 | 1.2 | 1.8 | 2.7 | 2 | 0.7
Cc1cccc(/C=N/n2c(-c3cc(-c4ccccc4)n[nH]3)n[nH]c2=S)c1 | 3 | -3 | 19* | 27 | -4 | 4 | -0.3 | 3.2 | 3.5 | -3 | 1.5
CC(C)CCN(C(=O)c1ccncc1)c1c(N)n(Cc2ccccc2)c(=O)[nH]c1=O | 0 | 1 | 6 | 8 | -5 | -7 | -2.1 | 0.0 | 0.9 | -3 | -2.8
Cc1ccc(CNCc2cc3c(C(C)(C)C)nn(-c4ccccc4)c3[nH]c2=O)cc1 | -4 | -18 | -8 | 5 | 0 | -1 | 0.6 | -0.9 | 3.3 | -2 | -3.0
COCCNC(=O)COc1cccc(Oc2ccccc2)c1 | 3 | -2 | 0 | -6 | -3 | 0 | -1.6 | 1.9 | 1.6 | 3 | -1.1
Cc1cc(C)c(S(=O)(=O)N2CCCCC2CCNC(=O)C(=O)NCc2ccco2)c(C)c1 (stereo not drawn) | 0 | -9 | -6 | 6 | 3 | 12 | 0.6 | 2.2 | -1.0 | -2 | -0.5
Cc1ccc(C2(CCNS(=O)(=O)c3ccc(C)cc3)CCOC(C(C)C)C2)cc1 (stereo not drawn) | -5 | 68 | -2 | -3 | 16 | -12 | 2.8 | -0.2 | 1.6 | 12 | .
CCOc1ccc(N=C(NC#N)SCC)cc1 | 1 | -26 | -4 | 8 | -4 | 2 | 1.2 | 2.0 | 3.1 | 2 | -0.5
Cc1nn(C(C)C(=O)NCCCN2CCCC2)c(=O)c2nn(-c3ccccc3)c(C)c12 (stereo not drawn) | -4 | 10 | -4 | -7 | 1 | 8 | -1.8 | 0.8 | 2.6 | -1 | 1.6
COc1ccc(-n2cc(CNCCc3cnc[nH]3)c(-c3cccc(F)c3)n2)cc1 | -2 | 4 | -6 | -14 | 1 | -5 | -0.9 | -3.4 | 3.1 | 2 | -0.8
CC(C)Cc1nc2oc3c(NCC4CCCO4)ncnc3c2c2c1CCC2 (stereo not drawn) | -2 | -11 | -4 | 0 | 0 | -2 | 1.7 | 4.2 | -0.2 | 0 | 1.4
Cc1cc(=O)n2[nH]c(C(=O)O)nc2n1 | 1 | -10 | -7 | -5 | 5 | 2 | -0.2 | -2.0 | 1.0 | 2 | -0.4
Cc1nnc(SCc2nc3ccccc3nc2C)s1 | -2 | -23 | -8 | -2 | -6 | 0 | 2.2 | 3.2 | 2.0 | 1 | -0.9
CC(C)C1S/C(=N/N=C/c2cccs2)NC1=O (stereo not drawn) | 2 | -10 | -6 | 16 | 9 | 12 | -1.9 | 2.3 | -1.7 | -6 | -0.5
CN(/N=C/c1ccncc1)c1cnn(-c2ccc(F)c(Cl)c2)c(=O)c1Cl | -1 | . | 3 | -16 | 16 | -2 | -1.4 | 1.8 | 2.6 | 1 | 2.5
C/C(=N\NC(=O)c1ccccc1O)c1ccc(NC(=O)Cc2ccccc2)cc1 | 1 | -13 | 0 | -13 | -8 | -4 | 1.8 | 3.0 | 1.1 | 1 | -0.4
CCOc1ccccc1NC(=O)Nc1ccc2c(c1)CCC2 | -8 | -2 | -3 | 3 | 4 | -15 | -1.3 | 0.2 | 1.4 | 5 | 0.1
Cc1ccc(C(=O)Nc2ccc(C)c(S(=O)(=O)N3CCOCC3)c2)c(C)c1 | -1 | -21 | -14 | -1 | 5 | -3 | -1.4 | 5.1 | 2.6 | -1 | -0.2
Cn1c(CC(=O)NNC(=O)c2ccc(F)cc2F)nc2ccccc21 | 2 | 0 | 0 | 12 | -3 | 3 | -7.0 | -5.4 | -5.1 | -5 | -1.5
O=C(Nc1ccccc1)O[C@@H]1C[C@H]2CCCC(=O)N3CC[C@@H](C1)[C@@H]23 | -2 | . | -14 | -10 | 1 | 6 | . | . | 2.5 | 3 | 0.6
CC(C)NC(=O)COc1coc(CN2CCN(c3ccccc3F)CC2)cc1=O | 2 | 24 | -8 | -16 | -5 | 5 | 0.7 | -1.4 | 2.7 | 5 | 1.1
Clc1ccc(OCCN2CCOCC2)cc1Cl | -1 | 14 | -5 | -7 | -3 | -12 | -1.0 | -0.2 | 1.0 | 2 | 0.0
CCC(C)(C)n1nnnc1CN(Cc1cc2cc(OC)ccc2[nH]c1=O)C1CCCC1 | 0 | -14 | -7 | 2 | 9 | 2 | -2.2 | 0.8 | 0.3 | -1 | 2.1
Cc1ccc(C)c(N2CCN(S(=O)(=O)c3ccc4c(c3)CC(C)N4C(=O)C3CC3)CC2)c1 (stereo not drawn) | 0 | 11 | 1 | -11 | 2 | -7 | -0.4 | 2.2 | -0.2 | 1 | 0.0
Cc1cccc(C(=O)Nc2ccc(C(=O)/C=C/c3ccncc3)cc2)c1 | 1 | -9 | 7 | 19 | 1 | 1 | 0.0 | 3.9 | -1.6 | -9 | 0.6
CC(Sc1ccc(Cl)cc1)C(=O)NCc1ccc2c(c1)OCO2 (stereo not drawn) | -2 | 251 | -2 | -2 | -7 | 9 | -1.1 | 1.0 | 2.7 | 0 | 1.0
CC/C=C(\NC(C)=O)c1ccccc1 | 0 | -11 | 1 | -13 | -10 | 7 | -0.4 | 0.3 | -1.1 | 2 | -0.5
CSc1nc2ccc3nc(NC(=O)c4ccccc4)sc3c2s1 | -7 | 242 | -9 | -6 | -5 | -2 | 0.9 | 2.2 | -0.5 | 2 | -0.7
CCOc1ccc2[nH]c(=O)c(CN(CCO)C(=O)c3ccccc3F)cc2c1 | 4 | -5 | -7 | -19 | 11 | 6 | 0.6 | -1.0 | 2.0 | 5 | -0.3
O=C1CC(c2ccc3c(c2)OCCO3)Oc2ccccc21 (stereo not drawn) | -4 | 268 | -1 | 2 | -5 | -1 | 1.1 | 3.4 | 4.3 | -2 | 0.1
CNC(=O)NC(=O)CSc1nc2cc(C(=O)OC)ccc2c(=O)n1-c1ccccc1 | 0 | -6 | -12 | -12 | -1 | 9 | 2.1 | 1.6 | 0.1 | 4 | 1.4
Cc1cc(CNC(=O)C(C)n2nc(C)c([N+](=O)[O-])c2C)c2ccccc2n1 (stereo not drawn) | 0 | -6 | 9 | 8 | -2 | -5 | -0.3 | 5.7 | 1.9 | -3 | 0.3
Cc1cc([N+](=O)[O-])ccc1NC(=O)C1CCCO1 (stereo not drawn) | -2 | -5 | -17 | -1 | -1 | -6 | -3.1 | -0.1 | 3.3 | 0 | 1.1
Cc1cc(C)nc(Nc2n[nH]c(COc3cccc4ccccc34)n2)n1 | 2 | . | 7 | 1 | 0 | -2 | . | . | 1.3 | -1 | 1.4
Cc1cc(C(=O)NC2CCCC2)c2ccccc2n1 | 3 | -5 | -14 | -12 | 2 | -2 | -0.4 | 3.0 | 1.1 | 4 | 0.7
Cc1ccc(NC(=O)C2COc3ccccc3O2)cc1S(=O)(=O)N1CCCCC1 (stereo not drawn) | -4 | -1 | -11 | 5 | 7 | -6 | 3.0 | 1.5 | 1.0 | -1 | -1.8
CSc1nc2ccc3nc(NC(=O)c4ccc(Cl)s4)sc3c2s1 | -2 | -15 | -3 | -9 | 1 | -9 | -1.1 | 3.9 | . | 3 | -0.1
CCCOC(=O)c1ccc(NC(=O)C2C3CCC(C3)C2C(=O)O)cc1 (stereo not drawn) | -2 | 20 | 1 | 5 | -2 | -4 | 1.5 | 5.1 | 1.8 | 5 | -1.3
CCOC(=O)C1CCCN(CC(=O)c2ccc(F)cc2)C1 (stereo not drawn) | 0 | 9 | -4 | -5 | -2 | 0 | -1.4 | -0.1 | -4.2 | 1 | 1.3
c1coc(CN2CNc3nc4ccccc4n3C2)c1 | -2 | -15 | -6 | 15 | ? | -6 | -1.4 | 3.1 | -1.6 | 2 | 2.9
COc1ccc(N(CC(=O)N/N=C/c2cccnc2)S(=O)(=O)c2ccccc2)c(OC)c1 | 3 | -8 | -4 | 1 | -8 | 14 | 2.2 | 0.2 | 2.8 | -1 | -0.4
CCOC(=O)C1=C(C)N(CC)C(=S)NC1c1ccccc1OC(F)F (stereo not drawn) | -2 | 2 | -8 | 0 | -3 | 2 | 2.0 | 1.3 | 1.4 | 0 | 3.0
O=C(O)CCC(=O)Nc1ccc(S(=O)(=O)N2CCCC2)cc1 | -2 | -2 | -2 | -4 | -7 | 1 | 1.3 | -0.2 | 2.1 | -2 | -0.1
CCOc1ccc(CNCc2ccc(C(=O)O)cc2)cc1OC | -1 | 24 | -4 | 0 | 1 | 6 | -0.8 | -1.2 | 0.9 | 0 | -0.1
CN(C(=O)COC(=O)c1ccccc1NC(=O)c1ccco1)C1CCS(=O)(=O)C1 (stereo not drawn) | 0 | -2 | -10 | -1 | 3 | 1 | 0.0 | 0.4 | 1.4 | 0 | -1.0
O=C(NCC(c1ccco1)N1CCCCC1)c1ccc(S(=O)(=O)Nc2ccccc2)cc1 (stereo not drawn) | 2 | 26 | 11 | -10 | 2 | -6 | -1.4 | 3.8 | 3.6 | -1 | -1.0
O=C(CSCc1ccc(Cl)cc1)NN=C1CCCC1 | -1 | 1 | 1 | -8 | -2 | -18 | -2.1 | -0.1 | 0.0 | 2 | -2.4
CC1(C)CC(=O)C(C=NCCC2=CCCCC2)=C(O)C1 | 0 | -8 | 0 | -7 | -4 | -11 | 1.0 | -0.2 | 0.5 | 3 | 2.4
Cc1sc2nc(SCC(=O)Nc3ccc(S(N)(=O)=O)cc3)[nH]c(=O)c2c1C | 5 | 37 | 12 | 17 | -2 | 6 | -1.0 | -1.9 | -1.2 | -7 | 1.0
